Bioassay records: PubChem, several laboratories
KLF5 inhibitor: KLF5 expression inhibitors, primary screen, DLD-1 cells, luminescence. DLD-1 KLF5 promoter-luciferase reporter. inhibition, % at 5 µM. 290,000 compounds, 0.23% hits. AID 1700, 2009;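 active means inhibition above a per-plate limit of that plate's mean compound inhibition plus 3 SD, cut at about 60% in these data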;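 further: 0% = DMSO wells and 100% = LY294002 at 200 µM; higher means less KLF5 promoter-driven luciferase light; inactives centre near -14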
HSF1 activator: HSF-1 activators, primary screen, NIH3T3-HGL cells, MG132 stress, luminescence, single point | activation, % at 9 µM | NIH3T3-HGL HSF-1 luciferase reporter, 8 h; 100% = twice DMSO control signal | 300,000 compounds, 1.7% hits;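 active means mean replicate activation of at least 50% with a set share of replicates each reaching 50%; inconclusive means only one of those two conditions met; inactive means mean below 50% and too few replicates reaching it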;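 further: 0% = median of the neutral control wells and 100% = twice that signal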
IEC-6 cytotox: cytotoxicity in IEC-6 intestinal epithelial cells, primary screen, cytotoxicity control for KLF5 inhibitor project, cell-based, luminescence | IEC-6 cytotoxicity, luminescence viability | inhibition, % at 5 µM | 290,000 compounds, 0.78% hits | AID 1825, 2009; in the data active means inhibition above about 22%;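 further: 0% = plate median of test compound wells and 100% = cytotoxic reference compound wells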
AI-2 QS modul: Vibrio harveyi AI-2 quorum sensing modulators, primary screen, JMH597 strain, luminescence/OD600 ratio. Vibrio harveyi JMH597 AI-2 luminescence/OD600 ratio, 9 h; hits give low values; strain lacks LuxN and CqsS sensors; 0 = neutral-control median. activity change, % at 7.5 µM. 300,000 compounds, 0.4% hits. AID 2094, 2009; in the data active means activity change below about -75%, passing the limit was not always enough; inconclusive means no clear call, values can overlap the other calls;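 further: luminescence divided by OD600 gain over 9 h not by final OD600 alone; inactives centre near 13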
aSyn 5UTR inh: MLPCN primary screen, SNCA 5' untranslated region | 300,000 compounds, 0.82% hits | inhibition, % (tested at 7.5 µM) | AID 1813, 2009 | alpha-synuclein 5'UTR reporter, inhibitor activity; in the data active means inhibition above about 60%; inconclusive means no clear call, values can overlap the other calls;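 further: H4 neuroglioblastoma cells stably carrying SNCA 5'UTR luciferase fusion; 0% = DMSO wells and 100% = positive control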
SKKanGAS inh: S. pyogenes SKKanGAS growth inhibitors in kanamycin, primary screen, streptokinase expression inhibitor project, SKKanGAS strain, BacTiter-Glo luminescence; 6 h; inhibition, % at 7.5 µM; 300,000 compounds, 1.3% hits; AID 1662, 2009;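 active means mean replicate score, as percent of positive control median, at least 50; inconclusive means mean below 50 but one replicate at or above 50; inactive means mean and every replicate below 50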;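 further: strain carries kanamycin resistance gene driven by streptokinase promoter and grows in 40 µg/ml kanamycin; loss of luminescence reflects streptokinase promoter inhibition or plain growth inhibition; 0% = median of DMSO wells and 100% = positive control at its reference dose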
HSP90 inh: HSP90 inhibitors, primary screen, cell lysate, luminescence; Rabbit reticulocyte lysate, luciferase refolding luminescence, 3 h; 290,000 compounds, 0.91% hits; inhibition, % at 5.6 µM;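 active means inhibition above the screen-wide mean plus 3 SD, computed separately per campaign, cut at about 16% in these data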;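 further: 0% = DMSO wells and 100% = 60 µM geldanamycin wells; inhibitors lower the luminescence because luciferase stays unfolded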
HIF act: HIF pathway transcriptional activators, primary screen, cell-based, U2OS HRE-luciferase, luminescence | 300,000 compounds, 0.32% hits | U2OS HRE-luciferase reporter; normalized: DMSO 0%, desferrioxamine 100% | AID 1910, 2009 | activation, % at 7.5 µM (by protocol);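 active means mean activation of at least 10% of the iron chelator positive control signal, with at least half of replicates also reaching 10%; inconclusive means mean and replicate majority disagree about reaching 10%; inactive means mean and most replicates under 10%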
Platelet DG rel: inhibitors of platelet dense granule secretion, primary screen, cell-based, MLPCN, human platelets; human platelet-rich plasma, SFLLRN dense granule ATP release, luminescence; inhibition, %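 (compounds screened at 7.5 µM in platelet-rich plasma)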; 300,000 compounds, 0.22% hits; AID 1663, 2009;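 active means mean replicate score, as percent of positive control, at or above 50; inconclusive means mean below 50 but at least one replicate at or above 50; inactive means mean and every replicate below 50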
HSF1 inh: HSF1 inhibitors in luciferase reporter cells, primary screen, cell-based, NIH3T3, luminescence. NIH3T3-HGL HSE-luciferase, MG132-induced, luminescence 8 h; hits give low values. activity change, negative = inhibition, % at 7.5 µM (by protocol). 300,000 compounds, 0.77% hits. AID 2098, 2009;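 active means more than half of replicate wells show activity change below -50%, luminescence cut by over half; inconclusive means some wells, but at most half, below -50%; inactive means no replicate well below -50%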;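 further: luciferase reports HSF-1 transcriptional activity via heat shock element; 0% = median of DMSO wells and -100% = zero luminescence signal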
* marks the source's active call; other numbers are inactive results; u = inconclusive; x = not tested or not shown; & = joins results of further samples.

SMILES	KLF5 inhibitor	HSF1 activator	IEC-6 cytotox	AI-2 QS modul	aSyn 5UTR inh	SKKanGAS inh	HSP90 inh	HIF act	Platelet DG rel	HSF1 inh
O=C(NCC1CCCO1)c1cc(-c2ccccc2)nc2ccccc12 (stereo unspecified)	-8.4	5.9	-0.1	20.5	-16.0	-6.7	3.7	0.0	9.7	0.8
CC(c1ccccc1)N1C(=O)c2ccccc2C1(O)Cc1ccccc1 (stereo unspecified)	-17.5	2.7	1.2	6.2	16.4	0.6	2.0	0.0	8.6	-1.9
CN(C)c1oc(/C=C/c2ccccc2)nc1C#N	-63.3	-3.1	3.6	9.1	-261.9	-18.5	0.8	2.3	0.1	-8.0
CCn1c(SCc2cccc(OC)c2)nc2ccccc2c1=O	-11.8	21.4	0.7	25.5	5.4	-4.4	9.3	0.1	-24.4	2.2
CC(C)Cc1oc(C(=O)O)cc1CN	-19.1	-2.7	1.4	10.8	25.7	4.1	-1.3	-0.1	-1.9	0.8
COc1ccc(C(=O)C(=O)c2ccc(OCCO)cc2)cc1	x	-0.3	x	35.8	-5.7	2.0	x	0.7	-2.7	-0.6
CCCCCn1c(CCC(=O)Oc2ccccc2OC)nc2c1c(=O)[nH]c(=O)n2CCCC	-8.3	-4.7	-5.0	34.5	-12.0	-6.7	-7.9	-3.2	-4.1	-6.3
Cc1nc(C)c(C(=O)NNS(=O)(=O)c2ccc3ccccc3c2)s1	-19.5	21.0	-6.0	24.1	-2.8	0.4	0.4	-0.3	-1.7	3.8
O=C(CN1C(=O)CCS(=O)(=O)c2ccccc21)Nc1ccc(Cl)cc1	-19.3	-7.4	-3.9	24.3	2.9	2.4	0.9	-0.7	-3.5	3.7
CCN1C(=O)c2cccc3c(S(=O)(=O)Nc4ccccc4O)ccc1c23	-18.3	18.5	10.6	4.1	3.2	20.3	-0.7	1.4	8.2	5.7
CCOC(=O)N1CCC(NC(=O)CCCC(=O)O)CC1	-11.0	4.0	2.6	21.4	-15.8	-11.6	2.5	-0.3	-6.6	-0.2
COc1ccc(N/N=C(/N=Nc2nc(C)cc(=O)[nH]2)c2ccccc2)cc1	-71.0	4.6	2.2	28.0	85.1*	36.3	-2.4	142.8*	23.3	0.1
Cc1ccc(NC(=O)CSc2nc3ccccc3nc2N2CCOCC2)cc1	-16.8	1.5	-7.4	10.3	-1.9	-1.4	-0.5	1.1	-3.1	9.3
Cc1cccnc1NC(=O)c1ccc(S(=O)(=O)N2CCCCCC2)cc1	x	-15.5	x	26.6	-5.8	-3.9	x	0.0	-12.0	-0.1
Cc1cc(-c2nnc(SCC(=O)c3ccc(Cl)cc3)o2)no1	5.8	6.9	1.4	51.9	-24.4	6.4	-6.2	0.3	-3.3	-0.4
Cc1cccc(NC(=O)CN2C(=S)NC(C)(C)CC2C)c1 (stereo unspecified)	-23.4	-14.1	-10.3	23.4	8.5	-4.1	1.9	-0.5	28.4	-4.0
CCc1c(C)nc2c(-c3ccccc3OC)c(C)[nH]n2c1=O	-33.4	6.4	1.8	x	-4.1	2.0	1.1	1.9	-0.8	1.6
CCCCCCC(=O)N(O)C1CC(=O)N(c2ccc(C)cc2)C1=O (stereo unspecified)	-7.1	-3.1	4.3	52.8	-9.8	2.7	4.9	2.0	0.7	4.9
Cc1cc(CC(C)C)n(-c2nc3ccccc3c(=O)n2OCC(=O)N(C)C)n1	-6.6	x	5.1	7.4	x	x	8.7	x	x	x
CSCCC(NC(=O)C1CC1)c1nc2ccccc2[nH]1 (stereo unspecified)	-14.3	20.2	2.5	0.2	-10.1	0.3	1.1	0.0	-0.2	2.5
O=C(NCCCC1CCCC1)C1CCC(=O)N(Cc2cccc(C(F)(F)F)c2)C1 (stereo unspecified)	-22.7	13.7	4.9	7.5	19.0	-3.1	-2.4	-0.4	-10.7	11.8
O=S(=O)(NCc1ccc2c(c1)OCO2)c1ccc2c(c1)oc1ccccc12	1.6	1.0	0.7	-1.1	-1.7	-12.7	1.4	0.0	3.9	5.2
CC(C)(C)c1ccc(OCCCn2ccnc2)cc1	-36.2	23.1	-3.4	-45.3	-28.7	-1.1	-5.2	1.3	-1.8	-0.6
O=C(NCc1cn2ccsc2n1)c1cccs1	-48.0	-19.7	1.1	13.4	-9.4	-2.1	-2.2	0.2	21.2	-2.9
CCCOc1ccc(/C=N/Nc2ccccc2[N+](=O)[O-])c(O)c1	-27.9	-74.5	-1.5	18.3	62.0*	40.8	3.4	-0.8	33.7	-68.9*
CC(C)OC(=O)CSc1nnc(-c2ccccc2)n1N	2.2	16.0	3.1	10.6	-6.3	5.4	-1.6	0.0	2.5	-0.8
COc1ccc(C2CC(O)(c3ccccc3)Oc3cc(OC)c(OC)c(OC)c32)cc1 (stereo unspecified)	x	3.7	x	21.7	23.1	-0.2	x	-1.5	0.7	-3.7
N#CC1=C(N)S[C@H](C(=O)C23CC4CC(CC(C4)C2)C3)[C@H]1c1ccncc1	-1.9	13.1	-7.9	21.9	27.9	0.7	3.2	-0.8	21.4	-5.2
CS(=O)(=O)N(CC(=O)NCc1ccco1)c1ccc2c(c1)OCO2	-41.4	-3.0	-0.5	-13.3	-12.8	-1.5	-1.1	0.3	1.6	6.0
CCCCOC(=O)c1[nH]c(C)c(C(=O)OC)c1C	-138.9	52.3*	4.6	28.7	-133.7	0.9	-0.3	-4.2	-8.8	20.4
CCc1ccc(C(C)NC(=O)c2ncn[nH]2)cc1 (stereo unspecified)	5.0	-13.6	1.3	4.3	7.6	-7.1	-1.4	-0.7	11.6	2.4
O=C(CSc1ccccc1Cl)NC1CCCc2ccccc21 (stereo unspecified)	-5.0	-1.0	-2.8	9.4	11.3	8.8	-1.7	0.1	-0.8	-7.7
Cc1ccc(S(=O)(=O)N2CCN(C(=O)c3ccco3)CC2)cc1	-26.6	3.5	-0.1	7.8	1.2	-2.8	-6.8	1.4	0.0	-9.6
O=C(O)c1cccc(S(=O)(=O)N(Cc2ccccc2)c2cccc(C(F)(F)F)c2)c1	3.6	-15.4	-3.5	12.0	-2.0	5.3	-3.3	0.9	-0.1	0.5
Cc1ccc(NC(=O)CSc2nc3ccc(Nc4nc(N5CCOCC5)nc(N5CCOCC5)n4)cc3s2)cc1	-30.7	x	-5.0	14.9	x	x	2.5	x	x	x
NC(=O)CSc1oc(-c2ccco2)nc1S(=O)(=O)c1ccc(F)cc1	7.2	-1.9	-3.0	21.0	26.7	3.3	-3.5	-0.3	-4.1	-4.8
CC1(c2nnc(-c3ccccc3)o2)CC(c2ccc(Cl)cc2)=NO1 (stereo unspecified)	x	12.2	x	8.3	-7.4	-6.2	x	-0.5	2.9	-2.0
Cc1ccc(N2CC(C(=O)Nc3ccc(S(=O)(=O)N4CCOCC4)cc3)CC2=O)cc1 (stereo unspecified)	-7.2	-12.9	5.2	5.7	19.4	3.9	1.7	-0.2	3.8	-5.0
O=C(OCc1ccccc1)N1CCOCCN(C(=O)OCc2ccccc2)CCOCC1	-0.6	19.3	-6.1	6.4	33.8	-0.5	-3.4	-0.3	-26.3	1.3
COc1ccc(/C=C/C(=O)Nc2cc(C(F)(F)F)ccc2Cl)cc1	-19.1	-13.9	-12.6	24.3	-61.6	-3.1	-2.7	0.0	3.8	-1.0
Cc1[nH]c(N=Nc2ccccc2)nc1N=Nc1ccccc1	-5.4	30.2	13.6	5.5	62.7*	u	-1.3	3.7	-1.1	10.7
NC(=O)C(Cc1ccccc1)NS(=O)(=O)c1ccc(N2CCCC2=O)cc1 (stereo unspecified)	22.3	-7.1	-8.0	25.9	12.3	0.5	0.6	0.4	1.2	-9.1
Cc1noc(C)c1C(=O)NCCCN1CCCC1=O	5.0	9.0	2.7	12.0	1.6	-1.7	-1.1	-0.1	8.7	-7.4
CC(=O)c1cccc(NC(=O)Nc2ccc(C)cc2)c1	-81.0	18.1	1.3	-5.1	-143.5	-1.9	0.4	2.4	35.5	4.7
CC1CCCN(C2=C(Cl)C(=O)N(c3cccc(Cl)c3)C2=O)C1 (stereo unspecified)	-22.2	7.9	-14.5	38.7	-5.3	2.7	-5.2	-0.6	-2.7	9.7
CC1(c2ccc(C#N)cc2)NC(=O)N(CC(=O)Nc2cc(S(=O)(=O)N3CCOCC3)ccc2Cl)C1=O (stereo unspecified)	-0.8	7.2	9.1	-4.6	-7.8	8.1	5.5	0.1	5.5	6.6
Cc1ccc(C(O)(C(=O)NNc2ccc3ccccc3n2)c2ccc(C)cc2)cc1	-9.1&-18.0	17.4&7.4	-6.1&-0.2	36.8&23.0	-17.1	71.2*	2.1&-3.1	0.9&0.8	-0.1&12.5	-10.8&2.8
CC(=O)c1ccc(Nc2ncnc3c2oc2ccccc23)cc1	-147.8	12.0	-0.2	1.5	-90.1	7.4	-1.7	1.3	-5.1	-3.4
O=C(N/C(=C\c1ccc([N+](=O)[O-])cc1)C(=O)N1CCOCC1)c1cccc(Br)c1	-6.2	7.9	-3.1	19.3	-13.3	0.2	-2.4	-0.6	5.4	-5.1
Cc1c(O)ccc2c(O)c(NC(=O)c3ccc4c(c3)CCC(C)(C)O4)c(=O)oc12	-28.7	-6.0	-3.1	20.4	8.4	11.4	-0.2	-1.7	2.0	-1.9
CCC(=O)N1CCN(c2ccccc2NC(=O)c2ccc(OC)c(Cl)c2)CC1	6.8	-10.0	-1.3	35.9	15.9	6.2	12.2	-22.9	0.7	-0.6
COc1ccc(CN2C(=NC(=O)C3CCCO3)SC3CS(=O)(=O)CC32)cc1 (stereo unspecified)	-4.2	8.7	-2.0	0.6	-7.1	-17.1	0.8	-0.3	-5.9	-2.0
Nc1c(O)ccc2c1C(=O)c1ccccc1C2=O	-15.2	3.5	1.5	29.1	-1.7	25.1	1.8	-0.8	14.7	-2.3
CC(=O)NC(Cc1cccc(C)c1)C(=O)NC1CCN(C(=O)c2ccc([N+](=O)[O-])cc2)CC1 (stereo unspecified)	-3.9	4.6	-0.3	11.0	8.0	2.0	-2.6	-0.2	-5.1	-1.3
CCC(C)(C)NC(=O)C(c1ccccn1)N(C(=O)c1csnn1)C1CCCCC1 (stereo unspecified)	-14.4	-11.9	5.4	11.3	0.7	-22.4	5.8	0.1	-1.0	0.9
